Compound activity from PubChem.
HCV inh: qHTS Assay for Inhibitors of Hepatitis C Virus (HCV). 3.4% of 340,000 active. Huh7.5.1 HCVcc-Cre infection, luciferase reporter, 44 h. Potency, µM (doses to about 41.8 µM), for the others: at the highest dose activity change, negative = inhibition, usual class: inhibitors; also: potency is read from the fitted curve at half-maximal effect; % is scaled to controls: 0 for no effect and ±100 for the full control effect
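Reporter virus HCVcc-Cre (~0.5 moi) infects cells exposed to compound; seeding density 1,000 cells/well with 4 h settling beforehand. Luminescence, 15 sec read, taken 44 h post-infection following a 15 min RT substrate incubation.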
CHX counter: Cycloheximide Counterscreen for Small Molecule Inhibitors of Shiga Toxin. cell reporter, cycloheximide protein synthesis inhibition counterscreen. max response, %. 12% of 300,000 active. AID 2314, 2010; in the data active = max response mostly above about 13%, no sharp cut-off; inactive = mostly below about 14%; also: read at 38.3 µM for the half of the compounds with a filed dose; 0% is about no effect
Pf growth 96h: Primary qHTS for delayed death inhibitors of the malarial parasite plastid, 96 hour incubation; P. falciparum luciferase reporter growth, 96 h; Potency, µM (top dose mostly 28.7 µM), inactives show at the highest dose activity change, negative = inhibition, actives largely listed as inhibitors; 6.9% of 320,000 active; AID 504834, 2011; also: potency is read from the fitted curve at half-maximal effect; % is scaled to controls: 0 for no effect and ±100 for the full control effect
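Parasite growth measured via integrated firefly luciferase reporter in P. falciparum. Infected erythrocytes at 2% hematocrit, 0.05% parasitemia final were treated 96 hours at 37 C under 5% CO2, and luminescence was read.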
FBPA Giardia inh: qHTS Assay for Inhibitors of Fructose-1,6-bisphosphate Aldolase from Giardia Lamblia. Potency, µM (series often up to 59.6 µM), without a hit: at the highest dose activity, negative = inhibition, usual class: inhibitors. 0.71% of 290,000 active. purified Giardia FBPA; also: potency is read from the fitted curve at half-maximal effect; % is scaled to controls: 0 for no effect and ±100 for the full control effect; nearly all actives have a fitted effect of over 55% in size
Target sequence (A8B2U2 whole entry, looked up): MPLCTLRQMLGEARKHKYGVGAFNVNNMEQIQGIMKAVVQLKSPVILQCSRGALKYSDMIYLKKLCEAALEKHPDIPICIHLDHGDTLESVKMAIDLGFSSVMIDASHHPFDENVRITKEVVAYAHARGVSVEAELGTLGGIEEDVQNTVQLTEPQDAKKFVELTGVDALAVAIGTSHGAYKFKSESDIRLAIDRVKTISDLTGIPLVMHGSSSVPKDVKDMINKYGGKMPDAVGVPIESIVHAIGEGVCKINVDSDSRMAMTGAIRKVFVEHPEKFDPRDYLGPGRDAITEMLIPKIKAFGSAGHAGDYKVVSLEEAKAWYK
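Giardia FBPA (40 nM reagent) was preincubated 10 min at RT with compound (up to 57.5 uM final), then substrate plus GAPDH/TPI/NAD/arsenate coupling system with diaphorase/resazurin was added; resorufin fluorescence (525/598 nm) was read after 20 min.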
Pf growth 48h: Primary qHTS for delayed death inhibitors of the malarial parasite plastid, 48 hour incubation | P. falciparum luciferase growth in erythrocytes, 48 h | 5.9% of 310,000 active | Potency, µM (doses to about 28.7 µM), without a hit: top-dose activity change, negative = inhibition, usual class: inhibitors; also: potency is read from the fitted curve at half-maximal effect; % is scaled to controls: 0 for no effect and ±100 for the full control effect
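Erythrocytes infected with P. falciparum carrying an integrated firefly luciferase reporter (2% hematocrit, 0.1% parasitemia final) were exposed to compounds in RPMI 1640 with 0.5% Albumax at 37 C, 5% CO2. Growth inhibition was scored as reduced luminescence.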
Shiga inhibitor: A qHTS for Small Molecule Inhibitors of Shiga Toxin | Vero cells, Shiga toxin protein synthesis inhibition reporter | inhibition, % at 38.7 µM | 9.2% of 290,000 active | AID 2315, 2010; in the data active = inhibition mostly above about 28%, no sharp cut-off; inactive = mostly below about 43%; also: 0% is about no effect
* = called active by the depositor; ? = inconclusive; . = no result given; [ ] = remark or other dose. Unless noted, calls follow the shape of the dose curve; as a rule, active = well fitted curve in the direction sought with a large enough effect; inconclusive = small, poorly fitted or top-dose-only effect, or another doubt; inactive = no such curve, though single readings can be large; an effect the other way counts as inactive or inconclusive.

smiles,HCV inh,CHX counter,Pf growth 96h,FBPA Giardia inh,Pf growth 48h,Shiga inhibitor
COc1ccccc1C(O)(C(=O)N(NC(C)=O)c1ccccc1)c1ccccc1OC,5%,-3,22%,-16%,-13%,-5
CC(=O)Nc1ccc(S(=O)(=O)N2CCN(S(=O)(=O)N3CCCCCC3)CC2)cc1,3%,-2,?,5%,-18%,-9
Cc1cccc(C(C)C)c1NC(=O)Cc1ccc(S(=O)(=O)N2CCOCC2)s1,-8%,.,?,.,-3%,.
COc1cc(CO)ccc1OCc1nnnn1-c1ccc(C)cc1,-18%,-3,?,2%,0%,0
O=C(CCN1C(=O)/C(=C/c2ccccc2F)SC1=S)NC1C=CS(=O)(=O)C1 (stereo unspecified),-16%,-1,-3%,4%,?,3
Cc1cccn2c(CN[C@H]3CCCCNC3=O)c(C(=O)N3CCOCC3)nc12,3%,1,9.3µM*,0%,8%,-3
COc1ccc([N+](=O)[O-])cc1NC(=O)Cc1ccc(Cl)cc1,8.9µM*,-2,10µM*,0%,-12%,-11
O=C(NCCCNC(=O)c1cccs1)c1cccs1,7%,-2,55%[activator],-2%,11%,15
O=C(CNC(=O)c1cccs1)NCCc1ccco1,12%,.,56%[activator],.,2%,.
COc1cccc(N=Nc2ccc3ccccc3c2O)c1,-2%,40*,-25%,?,-74%,58*
O=C(O)c1cccc(NC(=O)c2cn(-c3ccccc3)nc2-c2ccncc2)c1,16%,-1,-1%,5%,?,-2
COC(=O)c1nc(NC(=S)NC(=O)c2cccs2)sc1C,0%,23*,?,.,35%[activator],51*
CC1CCCCC1NC(=O)CCCCn1c(=O)[nH]c2ccsc2c1=O (stereo unspecified),3%,-6,-3%,-6%,-14%,-12
O=C(NCc1cccs1)c1noc2c1CCCC2,5%,15*,54%[activator],0%,36%[activator],37
COCCN(C(=O)Nc1ccccc1)c1ccccc1C,10%,-2,-18%,6%,-22%,-3
CCOC(=O)CNC1CC(=O)N(c2ccc(Br)cc2)C1=O (stereo unspecified),19%,-2,2%,2%,?,5
Cc1onc(-c2ccccc2)c1C(=O)OCC(=O)NC(C)c1ccc(Cl)cc1 (stereo unspecified),?,.,?,.,15µM*,.
CC(C(=O)NC1CCCC1)N1CCN(S(=O)(=O)c2ccccc2Cl)CC1 (stereo unspecified),10%,.,?,.,-12%,.
O=c1[nH]c(-c2ccccc2)cs1,22%,-2,15%,4%,14%,-3
CCOC(=O)c1c(C)n(CCN2CCN(C)CC2)c2ccc(OC)cc12,?,-2,3.7µM*,-26%,?,-17
O=C(CSc1nc2c(c(=O)[nH]1)CCCC2)Nc1ccc(Cl)cc1F,19%,5,.,-5%[12.9 µM],25%,24
CCN(CC)c1ccc(/C=C2/C(=O)ON=C2C)cc1,3%,13,44%[activator],-2%,8%,-3
Cc1ccc(S(=O)(=O)N(CC(=O)NCc2ccco2)Cc2ccc(F)cc2)cc1,14%,-7,?,-21%,?,-6
c1ccc(N2CCN(c3ncnc4scc(-c5cccs5)c34)CC2)cc1,11µM*,1,-27%,-2%,?,-3
COc1ccc(CCN2CC(C(=O)OC(C)C(=O)Nc3cccc(Cl)c3)CC2=O)cc1OC (stereo unspecified),15%,.,8%,.,2%,.
CCOC(=O)CC1C(=O)NCCN1C(=O)COc1ccc(Br)cc1C (stereo unspecified),6%,-3,.,7%,14%,-12
COC(CNS(=O)(=O)c1ccc(S(=O)(=O)NC2CC2)cc1)OC,27%,-3,11%,12%,3%,-26
O=C(CCCOc1ccc(Cl)cc1Cl)NCCc1nnc2ccccn12,-3%,15,?,-8%,-53%,19*
Cc1cc(C)cc(NC(=O)CN2C(=O)C3CC=CCC3C2=O)c1 (stereo unspecified),11%,.,4%,.,-1%,.
CC(=O)Oc1ccc(/C=N/NC(=O)C2CCCN2S(=O)(=O)c2ccc(Cl)cc2)cc1 (stereo unspecified),0%,-2,-25%,3%,.,-18
COc1cccc(N(CC(=O)N2CCN(c3ccccc3OC)CC2)S(C)(=O)=O)c1,-5%,1,.,3%,-5%,22
CC(=O)Cc1nsc(NC(=O)c2ccc(F)cc2)n1,8%,2,5%,-12%,27%,29
CCOC(=O)c1cccc(NC(=O)COc2ccc([N+](=O)[O-])cc2)c1,?,-1,?,-7%,?,-5
Cc1ccc(N(CC(=O)NC2CCCCC2)S(=O)(=O)c2c(C)noc2C)cc1,7%,3,43%[activator],1%,-10%,-7
CC(=O)Nc1nc(C)c(Oc2ccccc2)c(=O)[nH]1,3%,-1,?,3%,-3%,-4
COc1cc(C(=O)N2CCN(C(=O)c3ccco3)CC2)cc(OC)c1OC,11%,4,-3%,-1%,-4%,-10
Cc1c(NC(=O)c2ccco2)cccc1-c1nc2cccnc2s1,-28%,16*,?,-1%,?,31
COc1ccc2c(c1)c(=O)oc1c(C)c(OCC(=O)N3CCc4ccccc4C3)ccc12,-23%,9,0%,-5%,30%[activator],16
COc1cccc(CC(=O)NNC(=O)c2ccc3c(c2)OCO3)c1,7%,-1,8%,.,69%[activator],-2
CCCN1CCN(C(=O)C2CCN(S(=O)(=O)c3ccc4c(c3)oc(=O)n4C)CC2)CC1,15%,-5,?,-1%,.,-8
CN(CCCCCC(=O)/C=N/O)Cc1ccccc1,12%,-7,-24%,0%,13%,-8
COc1ccc(C(CNC(=O)c2ccc(-c3cccc(C(F)(F)F)c3)o2)N2CCOCC2)cc1 (stereo unspecified),?,.,1.5µM*,.,6.6µM*,.
CC(CCCC(C)(C)O)CC1C2=C(CCCC2=O)OC2=C1C(=O)CCC2 (stereo unspecified),12%,1,-21%,7%,15%,-4
CC(=O)N1Cc2ccccc2C(C)CC12CCCCC2 (stereo unspecified),9%,-1,?,-8%,6%,-8
Cc1ccc(NC(=O)CSCC(=O)N(CCC(C)C)c2c(N)n(Cc3ccccc3)c(=O)[nH]c2=O)cc1,0%,.,-3%,.,?,.
CC(C)N=C1NN=C(c2cccs2)CS1,11%,35*,102%[activator],1%,450%[activator],54*
Cn1c(SCC(=O)Nc2sc3c(c2C#N)CCC3)nnc1C1COc2ccccc2O1 (stereo unspecified),-21%,-4,?,3%,-13%,12
Cc1onc(-c2ccccc2)c1C(=O)N=C(N)c1ccc(C(F)(F)F)cc1,9%,-2,36%[activator],4%,39%[activator],-7
O=C(CCc1nc2ccccc2c(=O)[nH]1)N1CCN(S(=O)(=O)c2cccc(F)c2)CC1,.,-1,-19%,-4%,?,-6
CCc1ccc(NC(=O)[C@H](C)NC(=O)C2CCN(C(=O)[C@@H](N)CC(C)C)CC2)cc1,11%,-3,18%,-5%,17%,-2
CCOc1ccc(N2C(=O)c3ccccc3NC2(C)CC)cc1 (stereo unspecified),-11%,.,420%[activator],.,374%[activator],.
Nc1nc(Cl)cc(Oc2ccccc2F)n1,-9%,1,20%,4%,-5%,40
Cn1c2ccccc2c2ncn(CCN3CCOCC3)c(=O)c21,3%,4,0%,-1%,10%,-19
Fc1ccc(Cn2nnnc2C(c2ccc(Cl)cc2)N2CC=C(c3ccc(F)cc3)CC2)cc1 (stereo unspecified),6%,3,46%[activator],-7%,12µM*,14
CCC(CC)C(=O)NCCc1cc2ccc(C)c(C)c2[nH]c1=O,4%,-1,29%,2%,4%,-10
O=C(/C=C/c1ccc(Br)cc1)NC(=S)NNC(=O)c1ccco1,?,7,?,2%,103%[activator],17
COc1cc(C(=O)NC(=S)Nc2ccc(Cl)c(C(=O)O)c2)cc(OC)c1OC,5%,-2,?,0%,33%[activator],-7
CCOC(=O)CSc1nnc(CNC(=O)c2cccc(C)c2)n1-c1ccccc1OC,8%,-1,0%,3%,-6%,1
CCOc1ccc(OCC)c(NC(=O)C2CCCN(S(=O)(=O)c3ccc(C)cc3)C2)c1 (stereo unspecified),-14%,-6,-30%,-11%,?,6
Cc1csc(NC(=O)CSc2nncc(=O)n2N)n1,16%,11,-9%,-22%,6%,13

Quoted from the listing.
For CHX counter, CCOC(=O)c1cccc(NC(=O)COc2ccc([N+](=O)[O-])cc2)c1 shows -1
For Shiga inhibitor, Nc1nc(Cl)cc(Oc2ccccc2F)n1 shows 40

Continuation.
smiles,HCV inh,CHX counter,Pf growth 96h,FBPA Giardia inh,Pf growth 48h,Shiga inhibitor
CC(=O)c1c(C)[nH]c(C(=O)OC2CCOC2=O)c1C (stereo unspecified),12%,-3,.,1%,-5%,-2
O=C(N/N=C/c1cccc(F)c1)c1c(O)c2c([nH]c1=O)CCCC2,20%,26*,86%[activator],8%,84%[activator],36*
CC1CCN(C(=O)Cn2c(=O)n(Cc3ccc4c(c3)OCO4)c(=O)c3ccccc32)CC1,-3%,7,12%,0%,-25%,33
CCNC(=S)NNC(=O)c1ccccn1,-9%,-2,?,?,?,9

Results in Pf growth 48h, for 4 of the compounds above:
| canonical_smiles | Pf growth 48h |
| --- | --- |
| O=C(N/N=C/c1cccc(F)c1)c1c(O)c2c([nH]c1=O)CCCC2 | 84%[activator] |
| COc1ccc([N+](=O)[O-])cc1NC(=O)Cc1ccc(Cl)cc1 | -12% |
| O=C(CCc1nc2ccccc2c(=O)[nH]1)N1CCN(S(=O)(=O)c2cccc(F)c2)CC1 | ? |
| O=C(CSc1nc2c(c(=O)[nH]1)CCCC2)Nc1ccc(Cl)cc1F | 25% |

Complete entries, looked up by structure. Order of values: HCV inh, CHX counter, Pf growth 96h, FBPA Giardia inh, Pf growth 48h, Shiga inhibitor
CC(=O)c1c(C)[nH]c(C(=O)OC2CCOC2=O)c1C (stereo unspecified) reads 12%, -3, ., 1%, -5%, -2
CCNC(=S)NNC(=O)c1ccccn1 reads -9%, -2, ?, ?, ?, 9
CC1CCN(C(=O)Cn2c(=O)n(Cc3ccc4c(c3)OCO4)c(=O)c3ccccc32)CC1 reads -3%, 7, 12%, 0%, -25%, 33
